# AGP1-GFP MLPCN – modulators of TOR pathway AGP1-GFP in S. cerevisiae | S. cerevisiae AGP1-GFP multiplex flow cytometry, 3 h; GFP as percent of DMSO wells | GFP response vs DMSO, % at 10 µM | 0.02% of 320,000 active | AID 2066;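 active = GFP response relative to DMSO above a set limit, near screen average plus 3 SD, cut at about 150% in these data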;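 note: median GFP channel fluorescence of the gated AGP1 strain per well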
# RPL19A-GFP yeast – alters RPL19A-GFP fluorescence in TOR pathway yeast screen. S. cerevisiae RPL19A-GFP strain, flow cytometry, 3 h; stronger effect = lower value. percent response vs DMSO, % at 10 µM. 0.3% of 330,000 active. AID 2025;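 active = percent response vs DMSO below 50%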;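 note: median channel GFP fluorescence of the barcoded RPL19A-GFP strain; ratio of sample median GFP to plate DMSO average so 100% = DMSO; lower means less RPL19A-GFP as with rapamycin TOR inhibition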
# LAP4 TOR yeast – alters LAP4-GFP fluorescence in TOR pathway yeast screen; S. cerevisiae LAP4-GFP multiplex, flow cytometry GFP, 3 h; median GFP as percent of DMSO wells; GFP response vs DMSO, % at 10 µM; 0.34% of 320,000 active;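 active = GFP response vs DMSO above a set limit, about the screen mean plus 3 SD, cut at about 150% in these data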
# procasp7 counter – counter-screen for procaspase-3 activators: activators of human procaspase-7; P55210; recombinant procaspase-7, Ac-DEVD-pNA absorbance 405 nm; D23A/D198A/D206A triple mutant, cannot self-cleave; scale: DMSO 0, 5 µM enzyme 100; activation, % at 8.5 µM; 0.093% of 330,000 active;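 active = percent activation above the screen-wide mean plus 3 SD, cut at about 25% in these data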
#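 Assay system: Uncleavable procaspase-7 mutant enzyme / Input: 2 µM procaspase-7 mutant as dispensed / Dosing: single nominal 8.5 µM compound dose, 0.8% DMSO final / Timing: 1 h enzyme–compound preincubation and 2 h substrate reaction, both 25 °C / Detection: p-Nitroaniline absorbance at 405 nm, read at 0 and 120 min / Replication: singlicate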
# CIT2 TOR yeast – yeast TOR pathway CIT2-GFP modulation; S. cerevisiae CIT2-GFP strain, flow cytometry, 3 h; 100 means same as DMSO wells; GFP response vs DMSO, % at 10 µM; 0.065% of 320,000 active; AID 2029;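 active = GFP response relative to DMSO above a set limit, near the screen mean plus 3 SD, cut at about 150% in these data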;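 note: ratio of well median GFP fluorescence to mean of DMSO wells on the plate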
# procasp3 activ – procaspase-3 (human) activation. recombinant procaspase-3 D3A, Ac-DEVD-pNA absorbance 405 nm. P42574. activation, % at 8.5 µM. 0.11% of 330,000 active. AID 463141;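 active = activation above the mean of all tested compounds plus 3 SD, cut at about 21% in these data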;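 note: 0% = DMSO alone and 100% = DMSO wells spiked with extra 5 µM PC-3 D3A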
# Target sequence (P42574 whole entry D9A/D28A/D175A): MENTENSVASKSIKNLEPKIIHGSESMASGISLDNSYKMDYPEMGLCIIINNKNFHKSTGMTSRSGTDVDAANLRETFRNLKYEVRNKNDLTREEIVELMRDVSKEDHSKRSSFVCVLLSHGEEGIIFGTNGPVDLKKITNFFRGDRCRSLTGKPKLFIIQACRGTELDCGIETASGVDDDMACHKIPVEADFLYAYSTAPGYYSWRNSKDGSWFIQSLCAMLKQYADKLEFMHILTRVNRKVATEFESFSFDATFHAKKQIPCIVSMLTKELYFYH
#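 Assay system: Procaspase-3 D3A mutant, all three cleavage aspartates alanine. Buffer or medium: Zinc-free HEPES saline buffer with Triton X-100. Times: 1 h compound preincubation, 2 h substrate hydrolysis at 25 °C. Measured by: 405 nm absorbance of p-nitroaniline, reads at 0 and 120 min. Read-out basis: percent activation relative to control range. Replicates: singlicate.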
# MEP2 TOR yeast – modulators of TOR pathway MEP2-GFP in S. cerevisiae. S. cerevisiae MEP2-GFP strain, flow cytometry GFP, 3 h; 100% = DMSO control level. GFP response vs DMSO, % at 10 µM. AID 2016. 0.51% of 330,000 active;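 active = GFP response versus DMSO above a set limit, roughly screen mean plus 3 SD, cut at about 180% in these data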;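 note: median GFP fluorescence of the barcode-gated MEP2-GFP cells per well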
# AHR act – activates the human aryl hydrocarbon receptor; P35869; AHR-responsive luciferase reporter cells, luminescence; activation, % at 5 µM; 2.5% of 320,000 active; in the data active = activation above about 47%;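 note: 0% = vehicle wells and 100% = reference agonist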
# Target sequence (P35869 whole entry, looked up): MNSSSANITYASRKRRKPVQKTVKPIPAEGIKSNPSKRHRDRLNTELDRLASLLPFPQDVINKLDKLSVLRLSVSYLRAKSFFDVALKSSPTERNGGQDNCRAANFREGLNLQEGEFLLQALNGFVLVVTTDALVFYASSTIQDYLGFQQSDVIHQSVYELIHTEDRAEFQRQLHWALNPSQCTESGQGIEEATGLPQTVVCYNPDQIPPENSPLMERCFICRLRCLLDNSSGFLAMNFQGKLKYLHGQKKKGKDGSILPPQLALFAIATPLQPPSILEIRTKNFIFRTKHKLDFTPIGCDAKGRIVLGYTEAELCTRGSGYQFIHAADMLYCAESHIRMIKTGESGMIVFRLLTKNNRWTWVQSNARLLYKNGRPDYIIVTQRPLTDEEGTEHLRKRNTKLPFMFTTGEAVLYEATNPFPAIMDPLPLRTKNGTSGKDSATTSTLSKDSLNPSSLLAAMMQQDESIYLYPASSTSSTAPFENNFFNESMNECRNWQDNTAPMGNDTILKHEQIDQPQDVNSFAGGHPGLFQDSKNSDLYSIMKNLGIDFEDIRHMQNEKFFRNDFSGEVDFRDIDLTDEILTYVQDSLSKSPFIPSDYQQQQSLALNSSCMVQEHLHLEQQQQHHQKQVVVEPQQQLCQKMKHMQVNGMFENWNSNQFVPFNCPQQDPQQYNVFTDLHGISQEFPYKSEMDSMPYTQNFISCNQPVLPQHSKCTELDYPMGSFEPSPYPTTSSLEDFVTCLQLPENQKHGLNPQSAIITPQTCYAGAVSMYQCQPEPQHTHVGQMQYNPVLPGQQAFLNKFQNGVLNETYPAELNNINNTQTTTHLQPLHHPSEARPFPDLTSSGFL
# An asterisk follows results filed as active; . = not tested or not shown.
SMILES,AGP1-GFP MLPCN,RPL19A-GFP yeast,LAP4 TOR yeast,procasp7 counter,CIT2 TOR yeast,procasp3 activ,MEP2 TOR yeast,AHR act
COCCn1cnc2c1c(=O)n(CC(=O)NC(=O)NC(C)(C)C)c(=O)n2Cc1ccccc1,94,109,91,.,95,.,102,.
CCN(C[C@H]1N[C@@](Cc2ccccc2)(C(=O)OC)[C@H]2C(=O)N(Cc3ccccc3)C(=O)[C@@H]12)C(=O)c1ccc(F)cc1,112,104,111,-3,114,4,103,0
CCN(Cc1ccncc1)C(=O)C1CCC(=O)N(Cc2ccc(Cl)cc2)C1 (stereo not drawn),96,95,97,-3,89,4,97,4
Nc1nc(NCc2ccc(Cl)cc2)nc(NCCO)c1[N+](=O)[O-],106,100,110,1,102,8,99,-2
COc1ccc(-n2ncc(C(=O)N3CCN(c4ccc(F)cc4)CC3)c2C)cc1,94,90,106,8,96,-8,102,-2
O=[N+]([O-])c1cccc(-c2csc(CS(=O)(=O)Cc3ccco3)n2)c1,105,94,108,1,98,6,98,-3
COc1ccc(O)c(C(=O)c2cnn(-c3ccccn3)c2)c1,94,114,99,-2,103,1,109,13
O=C1/C(=C2\C(=O)N(Cc3ccc(F)cc3)c3ccccc32)SC(=S)N1CCS(=O)(=O)O,102,105,100,-56,104,-49,109,1
CC(C)C(c1nnnn1C1CCCC1)N1CCN(c2ccccc2F)CC1 (stereo not drawn),101,95,93,14,96,1,104,2
O=C(c1cc(=O)[nH]c2ccccc12)N1CCN(S(=O)(=O)c2ccc(Cl)cc2)CC1,102,101,100,9,98,-1,100,-1
CN(CC(=O)Nc1ccc(OC(F)(F)F)cc1)C(=O)Cc1ccc2c(c1)CCC2,104,99,101,3,97,-1,99,12
CCOc1ccc(C(=O)NCC(=O)NCC(c2ccco2)N2CCCCC2)cc1 (stereo not drawn),101,98,102,-8,96,0,98,2
O=C(CSc1nncn1-c1cccnc1)N1CCOCC1,99,104,92,7,104,-2,103,9
Cc1cc2cc(CCNS(=O)(=O)c3ccc(F)cc3)c(=O)[nH]c2cc1C,100,100,98,0,112,6,100,21
Cc1cccc2cc(CN(CC3CCCO3)C(=O)c3ccncc3)c(=O)[nH]c12 (stereo not drawn),107,100,107,-4,108,-6,101,7
CC(=O)N1N=C(c2ccccc2)CC1c1ccc2c(c1)OCO2 (stereo not drawn),97,98,97,0,99,-9,106,3
CC12CCC(=O)N1C(C(=O)Nc1cc(C(F)(F)F)ccc1N1CCOCC1)CS2 (stereo not drawn),100,96,97,-2,93,10,92,2
CC(C)=NOc1nc(N2CCOCC2)nc(N2CCOCC2)n1,98,97,107,-5,96,-5,102,0
Nc1ccc(Br)cc1C(=O)O,100,103,104,5,102,2,102,-6
Oc1ccc(Nc2ncnc3ccccc23)cc1,107,98,99,.,100,.,96,.

# Reprinted at random: 4 records from the list.
SMILES,AGP1-GFP MLPCN,RPL19A-GFP yeast,LAP4 TOR yeast,procasp7 counter,CIT2 TOR yeast,procasp3 activ,MEP2 TOR yeast,AHR act
Nc1ccc(Br)cc1C(=O)O,100,103,104,5,102,2,102,-6
O=C(c1cc(=O)[nH]c2ccccc12)N1CCN(S(=O)(=O)c2ccc(Cl)cc2)CC1,102,101,100,9,98,-1,100,-1
COCCn1cnc2c1c(=O)n(CC(=O)NC(=O)NC(C)(C)C)c(=O)n2Cc1ccccc1,94,109,91,.,95,.,102,.
Cc1cccc2cc(CN(CC3CCCO3)C(=O)c3ccncc3)c(=O)[nH]c12 (stereo not drawn),107,100,107,-4,108,-6,101,7

# Additional structures:
SMILES,AGP1-GFP MLPCN,RPL19A-GFP yeast,LAP4 TOR yeast,procasp7 counter,CIT2 TOR yeast,procasp3 activ,MEP2 TOR yeast,AHR act
Cc1ccc(NC(=S)NC(=O)c2ccc(-c3ccccc3)cc2)c(C)c1,98,97,97,-18,99,1,96,-1
CCCC(=O)Nc1cccc(-c2nc3cc(C)c(C)cc3o2)c1,110,102,103,3,108,3,107,29
CC(OC(=O)Nc1cccc(Cl)c1)C(=O)O (stereo not drawn),102,103,97,5,104,9,108,1
CC(C)(C)OC(=O)NCCCCCNC(=O)c1nc[nH]c1C(=O)NCCCCCNC(=O)OC(C)(C)C,113,106,108,-1,101,2,105,0
Cc1cccc(C)c1NC(=O)COC(=O)c1cc(=O)c2ccccc2o1,97,106,95,11,104,-7,106,-1
NS(=O)(=O)c1ccc(CCNC(=O)c2ccc(OCC3CCCO3)cc2)cc1 (stereo not drawn),100,103,100,6,102,1,106,-4
COc1ccc(CC(=O)OCc2cc3ccc(C)cc3[nH]c2=O)cc1,.,92,73,4,87,-1,78,5
C=CCC(NCc1ccccc1)c1ccc(C)o1 (stereo not drawn),103,101,99,7,96,0,107,0
COc1ccc(OC)c(NC(=O)CSc2nn3c(=O)c(C)nnc3s2)c1,96,104,74,-11,.,-8,94,2
Cc1ccc(N=Nc2c(C)[nH]n(-c3ccccc3)c2=O)cc1,100,99,91,3,99,-3,95,30
CCOC(=O)c1sc(NC(=O)C2CC2)nc1C,96,100,92,5,94,-4,97,6
C(=N\Nc1nncn1/N=C/c1ccco1)/c1ccco1,109,109,107,-2,106,-7,101,7
COc1ccc(CNCc2c(F)cccc2F)cc1OC,100,106,96,.,106,.,105,.
O=C(O)CSCC(=O)N1CCN(c2ncnc3scc(-c4ccccc4)c23)CC1,98,93,100,0,89,5,100,4
S=c1[nH]nc(COc2ccc(Cl)cc2Cl)n1-c1ccccc1,95,101,87,-26,102,-13,99,0
CCN(C(=O)CSc1nc2cc(Cl)ccc2c(=O)n1Cc1ccco1)C1CCS(=O)(=O)C1 (stereo not drawn),96,102,92,-8,91,-11,99,0
O=[N+]([O-])c1ccc(OCC2CC(c3ccccc3)=NO2)cc1 (stereo not drawn),96,99,102,5,96,6,104,-2
COc1cc(NC(=O)[C@@H]2CCCN(S(=O)(=O)c3cccc4cccnc34)C2)cc(OC)c1OC,91,100,134,0,129,-6,92,1
O=C1C2C3C=CC(C3)C2C(=O)N1CCN1CCN(S(=O)(=O)/C=C/c2ccccc2)CC1 (stereo not drawn),.,89,94,7,88,-2,93,3
Cc1ccc2cc(CCNC(=O)c3cccs3)c(=O)[nH]c2c1,107,103,106,-1,108,7,111,-3

# Part of the list above, showing only RPL19A-GFP yeast.
compound	RPL19A-GFP yeast
O=C(O)CSCC(=O)N1CCN(c2ncnc3scc(-c4ccccc4)c23)CC1	93
S=c1[nH]nc(COc2ccc(Cl)cc2Cl)n1-c1ccccc1	101

# Remaining list, next part.
SMILES,AGP1-GFP MLPCN,RPL19A-GFP yeast,LAP4 TOR yeast,procasp7 counter,CIT2 TOR yeast,procasp3 activ,MEP2 TOR yeast,AHR act
N#C/C(=C\c1cccc(Cl)c1)c1n[nH]c(Cn2cncn2)n1,89,88,88,-2,89,-8,91,6
O=C(CN1CCN(c2ccccc2O)CC1)Nc1ccc2c(c1)CCC2,98,97,96,6,97,1,96,0
CCCC(=O)Nc1ccc(NC(=O)c2ccccc2F)cn1,95,96,102,4,93,2,99,-4
O=c1c2ccccc2nnn1Cc1nnc(-c2ccccc2Br)o1,96,102,96,-12,107,-1,93,4
CCOc1ccc(NS(=O)(=O)c2ccc3ncsc3c2)cc1,101,98,101,8,94,3,100,-2
CCCNC(=O)NS(=O)(=O)c1ccc(Cl)cc1,90,99,107,4,88,8,92,-2
CC(=O)Nc1cccc(NC(=O)COc2ccccc2C)c1,99,102,91,-7,100,9,111,0
CCCc1cc(Nc2ccccc2OCC)n2ncnc2n1,100,97,99,8,104,-9,109,2
COC(=O)c1ccc(N2CN=C(c3ccc(C)cc3)NC2=S)cc1,97,100,101,-11,97,-13,97,16
CC(=O)N1c2c(cc(Br)cc2S(=O)(=O)N2CCN(C(=O)c3ccco3)CC2)CC1C (stereo not drawn),98,97,99,9,97,7,95,0
O=C(COC(=O)c1cc([N+](=O)[O-])ccc1N1CCOCC1)c1ccc(Br)cc1,89,87,98,-9,71,-10,87,1
O=C(NCCCN1CCOCC1)c1cnccn1,105,102,99,3,98,3,97,0
COc1cccc(-c2nn(C)c3sc(C(=O)NCc4ccc(C)o4)cc23)c1,100,94,99,-6,92,11,96,44
O=C(CSc1nnc(CNC(=O)c2ccccc2)o1)NCc1ccc2c(c1)OCO2,103,103,113,-3,97,10,110,3
O=C(NCc1cccnc1)c1cccc(S(=O)(=O)N2CCCCC2)c1,100,97,99,-1,103,5,95,-2
COc1ccc(N2CCN(C(=O)CNC(=O)c3ccccc3Cl)CC2)cc1,100,103,92,4,98,12,104,0
Nc1nc(Cl)nc2c1ncn2[C@@H]1O[C@H](CO)[C@@H](O)[C@H]1O,94,101,109,11,91,-1,102,1
CC(C)c1nc(=S)c2ccccc2[nH]1,101,94,93,-8,.,-7,99,7
COCc1cc(C)nc2sc(C(=O)Nc3nccs3)c(N)c12,98,98,109,-6,98,-9,97,12
Cc1nc(C)c(-c2csc(Nc3ccccn3)n2)s1,97,109,83,0,109,1,107,83*
CSc1cccc(N2CC(C(=O)N3CCN(S(=O)(=O)c4ccccc4Cl)CC3)CC2=O)c1 (stereo not drawn),100,95,96,-10,97,3,96,3
CCOC(=O)CC1C(=O)NCCN1c1nc2c(C)cccn2c(=O)c1/C=C1\SC(=S)N(C(C)CC)C1=O (stereo not drawn),109,100,107,-9,109,-6,103,0
Cc1c(NC(=O)c2ccc(N(C)S(=O)(=O)c3ccccc3)cc2)c(=O)n(-c2ccccc2)n1C,102,95,98,-1,110,1,101,2
O=C(NCc1ccccc1)C1=C[C@H](c2ccc(Br)cc2)C[C@H](OCc2ccc(CO)cc2)O1,78,96,127,4,70,-2,88,-1
COC(=O)C(CCSC)NC(=O)Cn1ncc2c(=O)oc3ccccc3c21 (stereo not drawn),94,96,102,6,100,6,107,3
CN(Cc1ccccc1)C(=O)c1cccnc1,104,104,95,0,106,2,111,-1
O=[N+]([O-])c1ccc2nc(SCc3cn4cc(Cl)ccc4n3)[nH]c2c1,105,103,99,0,110,7,105,78*
Cc1cccc(NC(=O)C(C)N2C(=O)C3C4CC(C(Br)C4Br)C3C2=O)c1 (stereo not drawn),104,102,105,11,95,3,99,0
S=C(NCc1cccc(Cl)c1)NC1CCCCC1,95,96,103,3,89,-2,88,3
Cn1c(=O)n(C)c2cc(S(=O)(=O)Nc3ccc(F)cc3)ccc21,104,105,90,4,104,-5,102,-1
CCCOC(=O)/C(C(N)=NCc1ccccc1)=C(\O)OCCC,106,95,109,9,86,-2,111,11
COc1ccc(NC(=O)CN2CCN(Cc3ccc4c(c3)OCO4)CC2)cc1OC,.,91,85,2,94,11,90,-1
CCN1CCN(C(=O)C2(NC(=O)Nc3cccc(F)c3)CCCCC2)CC1,93,91,88,-3,97,-2,97,0
COc1ccc(C2/C(=C(/O)c3ccc(Br)cc3)C(=O)C(=O)N2C)cc1 (stereo not drawn),101,107,87,-31,101,-8,106,0
COc1ccc(C(=O)NCCN2CCOCC2)cc1[N+](=O)[O-],102,100,97,0,101,4,99,-4
NC(=O)c1ccc(SCC(=O)NC2CCCCC2)c([N+](=O)[O-])c1,102,99,103,-4,101,4,106,1
COc1ccc(NC(=O)CCCNC(=O)Cn2cnc3sc4c(c3c2=O)CCCC4)cc1OC,102,98,102,-3,100,7,86,-1
Cc1ccc(-c2nc(CS(=O)(=O)CC(=O)N3CCCCCC3)c(C)o2)cc1,106,97,104,3,124,0,102,-1

# Compound activity as filed in PubChem BioAssay.
